Compound activity deposited in PubChem by National Center for Advancing Translational Sciences (NCATS).
RGS12 GoLoco inh: qHTS Assay for Inhibitors of RGS12 GoLoco Motif Activity (Red Fluorophore). Guanine nucleotide-binding protein G(i) subunit alpha-1 (Homo sapiens), P63096. Gai1:RGS12 GoLoco peptide FP, rhodamine, 10 min. Potency, µM (series often up to 61.6 µM), for the others: at the top dose activity, negative = inhibition, hits mostly inhibitors. hit rate 0.44% among 230,000; active means well fitted inhibition curve with a large enough effect, not every such curve was filed as active; inactive means no such curve, though single readings can be large or run the other way; further: nearly all actives have a fitted effect of over 30% in size; many of its hits are not listed in these tables
Target sequence (P63096 whole entry, looked up): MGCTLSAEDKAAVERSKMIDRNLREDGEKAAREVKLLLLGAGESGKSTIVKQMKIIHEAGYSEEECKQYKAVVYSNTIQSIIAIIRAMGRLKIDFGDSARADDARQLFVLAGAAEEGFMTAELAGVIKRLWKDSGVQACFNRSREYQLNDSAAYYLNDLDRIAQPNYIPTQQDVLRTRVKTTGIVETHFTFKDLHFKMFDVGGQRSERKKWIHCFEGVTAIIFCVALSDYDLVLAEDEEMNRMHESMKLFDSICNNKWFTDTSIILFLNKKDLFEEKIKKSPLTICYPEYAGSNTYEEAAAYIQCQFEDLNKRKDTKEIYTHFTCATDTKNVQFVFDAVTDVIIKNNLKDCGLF
GAA spleen mod: qHTS Assay for Inhibitors and Activators of Human alpha-Glucosidase From Spleen Homogenate; human spleen homogenate, 4-MU-alpha-glucoside fluorescence; Potency, µM (series often up to 79.9 µM), without a hit: at the top dose activity change, negative = inhibition, usual class: inhibitors; hit rate 0.006% among 240,000; AID 2112, 2009;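 further: 0% = enzyme with vehicle and -100% = no enzyme basal signal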
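Compounds were titrated against alpha-glucosidase in spleen homogenate at pH 5.0, with 1 mM 4-methylumbelliferyl substrate for 40 min at 37 C. Reactions were quenched with pH 10 NaOH/glycine and fluorescence measured.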
L3MBTL1 inh: qHTS Assay for the Inhibitors of L3MBTL1 | Lethal(3)malignant brain tumor-like protein 1 (Homo sapiens), Q9Y468 | AlphaScreen L3MBTL1–H3K9me1 peptide binding | AID 485360, 2010 | hit rate 0.66% among 230,000 | Potency, µM (titrated, usually from 57.1 µM), inactives show at the highest dose activity, negative = inhibition, most hits filed as inhibitors; further: nearly all actives have a fitted effect of over 60% in size
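AlphaScreen assay: L3MBTL1 (50 nM final) was preincubated 30 min at room temperature with biotinylated H3(1-15)K9me1 peptide (75 nM final), then 30 min with library compounds; streptavidin donor and nickel chelate acceptor beads (10 ug/mL final) added, 30 min dark.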
GAA glycogen: qHTS Assay for Inhibitors and Activators of Human alpha-Glucosidase Cleavage of Glycogen; Lysosomal alpha-glucosidase (Homo sapiens), P10253; recombinant GAA, glycogen substrate, Amplex Red glucose oxidase fluorescence; Potency, µM (highest dose often 76.4 µM), for the others: at the top dose activity change, negative = inhibition, usual class: inhibitors; hit rate 0.38% among 300,000;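 further: 0% = full enzyme reaction and -100% = no-enzyme basal signal; the screen sought inhibitors and activators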
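Recombinant enzyme (4 nM final) with compounds titrated up to 77 uM and bovine liver glycogen (30 ug) in citrate pH 5.0, 0.01% Tween-20, 37 C 40 min. Released glucose detected by Amplex Red/glucose oxidase (Ex 573/Em 610); AC50 from Hill fits.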
GAA inh: qHTS Assay for Inhibitors of Human alpha-Glucosidase as a Potential Chaperone Treatment of Pompe Disease; Lysosomal alpha-glucosidase (Homo sapiens), P10253; purified human GAA, 4-MU-alpha-glucoside fluorescence; Potency, µM (titrated, usually from 76.9 µM), without a hit: at the top dose activity change, negative = inhibition, most hits filed as inhibitors; hit rate 0.005% among 200,000; AID 1466, 2008;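 further: plate controls were uninhibited enzyme wells for no effect and no-enzyme background for full effect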
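Endpoint fluorogenic read: 20 min room-temperature reaction of 4 nM human alpha-glucosidase with 400 uM 4-methylumbelliferyl-alpha-D-pyranoside, pH 5.0, quenched with 1M NaOH/1M glycine pH 10. AC50 from Hill modeling.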
TRb-SRC2 inh: qHTS for Inhibitors of the Interaction of Thyroid Hormone Receptor and Steroid Receptor Coregulator 2; hit rate 0.065% among 280,000; AID 1469, 2008; TRbeta-SRC2 peptide binding, fluorescence polarization; receptor liganded with 1 µM T3; Potency, µM (series often up to 106 µM), for inactives: at the top dose activity change, negative = inhibition, usual class: inhibitors;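 further: plate controls were bound peptide for no effect and peptide without receptor for full effect; nearly all actives have a fitted effect of over 50% in size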
Target sequence (P10828 whole entry, looked up): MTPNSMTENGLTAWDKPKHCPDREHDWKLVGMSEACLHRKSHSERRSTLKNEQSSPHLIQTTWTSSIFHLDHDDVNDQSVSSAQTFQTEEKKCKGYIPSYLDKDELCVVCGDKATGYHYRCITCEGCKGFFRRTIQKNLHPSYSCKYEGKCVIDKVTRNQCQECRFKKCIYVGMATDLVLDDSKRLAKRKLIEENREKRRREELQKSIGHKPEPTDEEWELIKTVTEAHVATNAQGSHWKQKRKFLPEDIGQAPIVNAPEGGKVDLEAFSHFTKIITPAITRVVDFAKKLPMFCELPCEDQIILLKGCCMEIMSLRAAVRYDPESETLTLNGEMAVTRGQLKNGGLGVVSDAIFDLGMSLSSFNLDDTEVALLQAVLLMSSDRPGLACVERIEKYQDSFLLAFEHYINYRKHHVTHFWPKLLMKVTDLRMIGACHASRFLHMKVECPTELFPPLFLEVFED
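Each compound concentration gave % activity, normalized to unbound and bound Texas Red SRC2 controls, from polarization read after 5 hr ambient incubation with T3-loaded human TRb LBD.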
RECQ1 inh: qHTS Assay for Inhibitors of RecQ-Like Dna Helicase 1 (RECQ1); Potency, µM (doses to about 57.3 µM), for the others: top-dose activity, negative = inhibition, usual class: inhibitors; ATP-dependent DNA helicase Q1 (Homo sapiens), P46063; RECQ1 DNA unwinding, red fluorescence kinetic read; hit rate 0.54% among 240,000; AID 2549, 2010;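 further: plate controls were vehicle for no effect and no enzyme for full effect; nearly all actives have a fitted effect of over 30% in size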
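50 nM RECQ1T1 preincubated 15 min with compound in Tris pH 8.0 buffer with MgCl2, DTT, Tween-20 and 2.5 ug/ml poly(dI-dC); started with 200 nM TAMRA/BHQ-2 forked duplex and 2 mM ATP. Unwinding read as fluorescence (525/598 nm), two reads 2 h apart.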
TR SRC2 fluor cs: Total Fluorescence Counterscreen for Inhibitors of the Interaction of Thyroid Hormone Receptor and Steroid Receptor Coregulator 2. TRb/SRC2 Texas Red total fluorescence interference. Potency, µM (titrated, usually from 106 µM), for the others: at the highest dose fluorescence change, negative = quenching. hit rate 0.29% among 280,000. AID 1479, 2009; active means well fitted curve in either direction with a large enough effect; inconclusive means small, poorly fitted or top-dose-only effect
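Human TRβ ligand-binding domain (0.6 uM) and Texas Red SRC2 peptide (20 nM) in Tris buffer with 1 uM T3 and 5% DMSO were incubated with pinned compound for 5 hr at ambient temperature. Total fluorescence was computed as S + 2P (555/632 nm).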
Numbers without * were called inactive; i = inactive; ? = inconclusive; . = not tested or not shown; & = joins results of further samples; [ ] = dose if it differs, or a comment. Unless noted, the call rests on the fitted dose curve; in most records, active means well fitted curve in the direction sought with a large enough effect; inconclusive means small, poorly fitted or top-dose-only effect, or another doubt; inactive means no such curve, though single readings can be large; an effect the other way counts as inactive or inconclusive. Unless noted, on the % scale 0 is the no-effect control and ±100 the full control effect; potency means the concentration at half of the fitted maximal effect. Only part of the results is shown; count on the stated rates, not on these rows.

A first look (10 entries):
SMILES | RGS12 GoLoco inh | GAA spleen mod | L3MBTL1 inh | GAA glycogen | GAA inh | TRb-SRC2 inh | RECQ1 inh | TR SRC2 fluor cs
Nc1cc(N)nc(SCC(=O)Nc2ccccc2N2CCOCC2)n1 | 0% | 6% | . | -3% | . | 1% | 13% | 1%
Cc1cccc(/C=N\NC(=O)c2ccccc2-n2cccc2)c1 | 9% | . | 4% | -10% | -4% | 0% | 2% | -2%
COC/C=C/C1=CC2=CC(=O)C(C)(OC(=O)c3ccc(Cl)nc3)C(=O)C2=CO1 (stereo not drawn) | 19% | -12% | . | . | . | 6% | 32µM* | -1%
CCC1c2ccc(C)n2CCN1C(=O)Nc1ccccc1C(=O)OC (stereo not drawn) | -15% | -7% | -9% | ? | -4% | -26% | -28% | 29%
CC(C)CN(CCCNC(=O)CN1C(=O)COc2ccc(S(=O)(=O)N3CCCC3)cc21)CC(C)C | -13% | -13% | . | 2% | ? | 2% | -1% | 1%
O=C(CN1C(=O)NC2(CCCC2)C1=O)Nc1ccccc1F | 8% | 3% | . | 5% | -1% | -3% | -5% | -1%
Cc1ccccc1-n1c(C)nnc1SCC(=O)NCC1CCCO1 (stereo not drawn) | 6% | -6% | 4% | 7% | -6% | 1% | -1% | -4%
Cc1nc(Cl)c2oc3ccccc3c2n1 | 1% | -2% | 8% | 5% | 12% | 1% | 2% | -1%
Cc1nn2c(N3CCCC3)cc(C(C)C)nc2c1-c1ccccc1 | -2% | -3% | 5% | -4% | 2% | -9% | i | -2%
Cc1cc2ccccc2n1CCNC(=O)c1ccc(Br)o1 | 22µM* | -2% | -9% | 8% | . | -2% | i | 13%

All compounds of this part, from the start:
SMILES | RGS12 GoLoco inh | GAA spleen mod | L3MBTL1 inh | GAA glycogen | GAA inh | TRb-SRC2 inh | RECQ1 inh | TR SRC2 fluor cs
Nc1cc(N)nc(SCC(=O)Nc2ccccc2N2CCOCC2)n1 | 0% | 6% | . | -3% | . | 1% | 13% | 1%
Cc1cccc(/C=N\NC(=O)c2ccccc2-n2cccc2)c1 | 9% | . | 4% | -10% | -4% | 0% | 2% | -2%
COC/C=C/C1=CC2=CC(=O)C(C)(OC(=O)c3ccc(Cl)nc3)C(=O)C2=CO1 (stereo not drawn) | 19% | -12% | . | . | . | 6% | 32µM* | -1%
CCC1c2ccc(C)n2CCN1C(=O)Nc1ccccc1C(=O)OC (stereo not drawn) | -15% | -7% | -9% | ? | -4% | -26% | -28% | 29%
CC(C)CN(CCCNC(=O)CN1C(=O)COc2ccc(S(=O)(=O)N3CCCC3)cc21)CC(C)C | -13% | -13% | . | 2% | ? | 2% | -1% | 1%
O=C(CN1C(=O)NC2(CCCC2)C1=O)Nc1ccccc1F | 8% | 3% | . | 5% | -1% | -3% | -5% | -1%
Cc1ccccc1-n1c(C)nnc1SCC(=O)NCC1CCCO1 (stereo not drawn) | 6% | -6% | 4% | 7% | -6% | 1% | -1% | -4%
Cc1nc(Cl)c2oc3ccccc3c2n1 | 1% | -2% | 8% | 5% | 12% | 1% | 2% | -1%
Cc1nn2c(N3CCCC3)cc(C(C)C)nc2c1-c1ccccc1 | -2% | -3% | 5% | -4% | 2% | -9% | i | -2%
Cc1cc2ccccc2n1CCNC(=O)c1ccc(Br)o1 | 22µM* | -2% | -9% | 8% | . | -2% | i | 13%
COc1ccc(CNC(=O)c2cc(C)nn2-c2ccccc2)cc1 | 1% | 5% | -10% | 4% | . | -1% | 2% | -5%
CCOc1cccc(NC(=O)CC#N)c1 | 7% | -1% | -26%[11.4 µM] | -4% | -9% | -13% | 8% | 2%
C=CCC(CC=C)(NC(=O)c1ccccc1C)c1ccccc1 | 0% | -8% | 5% | -2% | 9% | -15% | 13% | 1%
CCOC(=O)N1CCC(N2Cc3cccc(C(=O)NCc4ccc(C)cc4)c3C2=O)CC1 | 3% | -2% | . | 1% | ? | -27% | i | 2%
CNC(=O)NC(=O)C(C)OC(=O)c1ccc(Cl)c(S(=O)(=O)Nc2ccc(F)cc2)c1 (stereo not drawn) | -3% | -10% | 1% | 2% | . | -1% | -14% | -1%
Clc1ccc(Cc2nnc(-c3ccccc3Br)o2)cc1 | 9% | 3% | 18% | 4% | -4% | -4% | -6% | -4%
CC1CCCC(NC(=O)CNCc2ccccc2F)C1C (stereo not drawn) | 1% | -1% | 6% | 6% | -2% | -3% | -4% | -5%
Cc1ccc(NC(=O)C2OCCc3ccccc32)cc1C (stereo not drawn) | 9% | 4% | 12% | 11% | 11% | 0%[53 µM] | 15% | 1%[53 µM]
N#Cc1ccc(Sc2nc3ccccc3[nH]2)cc1C#N | 8% | 3% | 6% | -1% | 0% | -7% | 2% | 2%
COc1ccc(/C=c2\sc3nc(=O)c(C)nn3c2=O)c(OC)c1 | -4% | 5% | -3% | -2% | -8% | 11% | -11% | 0%
O=C(O)c1cn[nH]c1-c1cccc([N+](=O)[O-])c1 | -8% | 5% | . | 7% | 5% | 4% | i | 0%
Cc1cccc(C(=O)Nc2ccccc2SCC2CSc3nc4ccccc4c(=O)n32)c1 (stereo not drawn) | 2% | -3% | 3% | 10% | -3% | -9% | -19% | -6%
CCS(=O)(=O)N1CCN(c2ccc([N+](=O)[O-])c(N3CCOCC3)c2)CC1 | -3% | 3% | -1% | -2% | 8% | 9% | 0% | 0%
COC(=O)C(c1ccccc1Cl)N1CCc2sccc2C1 (stereo not drawn) | 8%&-5% | -15%&1%&-7%&-1% | . | . | . | 9%&-18%&9%&-7% | -3%&-15%&-10%&-3% | ?
O=C(Cn1nnc(-c2ccccc2)n1)NCc1ccc2c(c1)OCO2 | -5% | 0% | 17% | 7% | 10% | -5% | -3% | -6%
Cc1c(Cl)c([N+](=O)[O-])nn1CCCC(=O)NCCc1ccccc1 | 1% | 5% | 0% | -12% | -5% | 7% | -4% | -1%
COC(=O)C1=C(C)NC(=O)C1(Nc1nccs1)C(F)(F)F (stereo not drawn) | 6% | 5% | -2% | -1% | -4% | -2% | -3% | -5%
COc1ccc(C2=NCCc3cc(OC)c(OC)cc32)cc1 | 11% | 2% | 0% | 1% | 4% | 0% | 8% | -4%
N/C(=N\OC(=O)COc1ccc2ccccc2c1Br)c1cccnc1 | 13% | 4% | -1%[11.4 µM] | 11% | -5% | 0% | i | -2%
Cc1cccc(N2CCN(C(=O)c3ccc4c(c3)OCCO4)CC2)c1C | 1% | 7% | -1% | -5% | -4% | 5% | -1% | -4%
CCCCCCOc1ccc(NC(=O)CC2C(=O)N(CC)C(=S)N2Cc2ccco2)cc1 (stereo not drawn) | 6% | -15% | -15% | -3% | ? | 1% | -16% | -4%
Cc1cnc(NC(=O)Nc2ccc(Cl)cc2)s1 | 0% | 5% | . | 4% | -8% | 4% | -8% | 0%
COc1cc(/C=N/NC(=O)C(=O)/C=C2\NC(C)(C)Cc3ccccc32)ccc1O | -3% | 12% | -29% | 35µM* | . | 3% | -10% | -2%
CC1=C(C)C(C)=C(C#N)C(=C(C#N)C#N)N1 | 7% | 4% | 9% | -5% | . | 8% | -4% | -1%
CCCCNC(=O)CSc1nc2ccccc2c(=O)n1C1CCCC1 | -1% | -10% | 8% | 7% | -2% | 5% | 0% | 1%
CN(C)c1ccc(-c2nnc(-c3ccc(S(=O)(=O)C(F)F)cc3)o2)cc1 | -8% | -14% | . | 0% | 1% | -16% | 21% | 1%
CCC(CO)Nc1ncnc2c1cnn2-c1ccc(Cl)cc1 (stereo not drawn) | 5% | -2% | 2% | -6% | -6%[15.4 µM] | 3% | -15% | -2%
CCC(C)n1c(SCC(=O)NCCc2ccc(S(N)(=O)=O)cc2)nc2ccsc2c1=O (stereo not drawn) | -1% | -1% | -5% | 4% | -3% | -3% | 4% | -4%
Cc1nn(C(=O)Cn2cc([N+](=O)[O-])cn2)c(C)c1Cl | -8% | 6% | 8% | 14% | -1% | -3% | i | -3%
Cc1cccc(N(C)C(=O)C2CCCN2S(=O)(=O)c2cccc3nsnc23)c1 (stereo not drawn) | 7% | -8% | . | 4% | . | -3% | 10% | -1%
OCCNc1ncnc2c1c(-c1ccccc1)c(-c1ccccc1)n2Cc1ccco1 | -18% | -11% | . | -10% | -6% | -8% | -14% | -3%
CCOc1ccc(N/C(=N/c2nc(C)cc(C)n2)NC(=O)CC)cc1 | 11% | 3% | 10% | 5% | . | 4% | -9% | -3%
CCCCN(C)CCNC(=O)c1nn(-c2ccc(OC)cc2)c(=O)c2c1c1ccccc1n2C | 7% | -3% | . | 7% | -13% | -5%&6% | -3% | 2%&2%
CSc1nsc(SCC(=O)Nc2nc3ccc(C)cc3s2)n1 | 9% | 1% | -1% | 3% | -4% | 3% | -6% | -8%
CSc1nnc(-c2cccs2)n1C | -4% | -1% | 11% | -8% | 13% | -4% | i | -1%
Cc1cccnc1Nc1ncnc(N)c1[N+](=O)[O-] | 3% | . | 20% | 0% | -4% | -10% | -2% | 1%
